Screens (PubChem)
TLR4-MyD88 BLA: inhibitors of human TLR4-MyD88 binding; AID 861; HeLa CL3-4 TLR4/MyD88 BLA complementation, FRET ratio; inhibition, % at 8.4 µM; O00206+Q99836; 200,000 compounds, 0.18% hits; in the data active = inhibition above about 25%;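 note: 0% = vehicle and 100% = reference inhibitor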
STAT1 inh: inhibitors of IFN-gamma induced STAT1 signaling. NIH 3T3 STAT1-luciferase reporter, luminescence. inhibition, % at 5.5 µM. 200,000 compounds, 0.35% hits. AID 920;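 active = inhibition above a set limit, the mean inhibition across all tested compounds plus 3 SD, cut at about 34% in these data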;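 note: 0% = IFN-gamma with DMSO and 100% = IFN-gamma with 300 µM nifuroxazide; values of inactives mirror those of a sister screen read the other way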
PPARg SRC1 recr: promotes SRC-1 coactivator recruitment by human PPARgamma | PPARgamma-SRC-1 coactivator recruitment biochemical assay | activation, % at 8 µM | 200,000 compounds, 0.41% hits; in the data active = activation above about 19%;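 note: 0% = DMSO and 100% = reference agonist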
Target sequence (P37231 whole entry, looked up): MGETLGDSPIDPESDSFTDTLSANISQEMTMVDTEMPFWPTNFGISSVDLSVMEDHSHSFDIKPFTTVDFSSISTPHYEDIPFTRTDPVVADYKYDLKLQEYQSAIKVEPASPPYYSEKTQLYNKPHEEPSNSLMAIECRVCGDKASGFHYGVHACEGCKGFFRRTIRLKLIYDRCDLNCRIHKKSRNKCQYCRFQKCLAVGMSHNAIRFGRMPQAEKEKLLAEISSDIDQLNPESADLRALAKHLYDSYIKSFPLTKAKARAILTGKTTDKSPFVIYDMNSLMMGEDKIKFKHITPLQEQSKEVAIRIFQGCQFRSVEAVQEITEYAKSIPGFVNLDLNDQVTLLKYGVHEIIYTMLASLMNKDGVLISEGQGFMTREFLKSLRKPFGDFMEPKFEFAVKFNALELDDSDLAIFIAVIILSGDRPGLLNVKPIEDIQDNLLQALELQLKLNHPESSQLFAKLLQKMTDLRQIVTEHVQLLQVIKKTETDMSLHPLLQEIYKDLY
PPARg SRC-3 ag: promotes SRC-3 coactivator recruitment by human PPARgamma | activation, % at 8 µM | AID 731 | 200,000 compounds, 0.26% hits | P37231 | biochemical PPARgamma/SRC-3 coactivator recruitment assay; in the data active = activation above about 23%;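 note: 0% = DMSO and 100% = reference agonist; some compounds past the cut are filed as inactive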
STAT3 blocker: STAT3 signaling inhibition | inhibition, % at 5.5 µM | 190,000 compounds, 0.89% hits | U3A cells, IL-6 STAT3-luciferase reporter, luminescence; host cell line lacks STAT1 | AID 862;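 active = inhibition above the mean inhibition across all screened compounds plus 3 SD, cut at about 44% in these data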;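 note: 0% = DMSO only wells and 100% = 100 µM nifuroxazide control wells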
ROMK primary: modulators of human ROMK potassium channel; 130,000 compounds, 2% hits; P48048; Tet-inducible ROMK, thallium flux fluorescence; actives lie on both sides; B-score at 10 µM; AID 1918;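 active = signal ratio slope over the read window, or its plate-corrected B-score, at least 3 SD from the plate mean, either direction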;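 note: B-score of the F/F0 ratio slope over 7 to 12 s after thallium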
TR-FRET SRC-2 ct: counter-screen for PPARgamma SRC-2 recruitment agonists: TR-FRET artefact | 200,000 compounds, 0.4% hits | hits give high values | AID 1049 | TR-FRET ratio at 8 µM; in the data active = TR-FRET ratio above about 2000; note: inactives centre near 1500
STAT3 activator: activators of IL-6 induced STAT3 signaling | U3A cells, IL-6 STAT3-luciferase reporter, luminescence; 100% = signal with IL-6 EC80 alone | activation (% of control), % at 5.6 µM | 190,000 compounds, 0.91% hits | AID 871;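 active = activation above the screen-wide mean of compound activation plus 3 SD, cut at about 130% in these data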;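 note: 0% = background luminescence of wells with medium and substrate only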
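Assay system – human STAT1-deficient U3A cells with stable STAT3-luciferase reporter · Also added – IL-6 (33 ng/mL) · Schedule – compound 1 h, then IL-6 6 h at 37 °C · Technique – reporter luminescence signal · Evaluation – % activation versus median of IL-6-stimulated wells · Benchmarks – IL-6-only wells as 100% reference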
PPARg SRC-2 ag: promotes SRC-2 coactivator recruitment by human PPARgamma. P37231. PPARgamma LBD-SRC-2 recruitment, biochemical. activation, % at 8 µM. 200,000 compounds, 0.34% hits; in the data active = activation above about 22%;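 note: 0% = vehicle and 100% = reference agonist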
RAM network inh: yeast RAM network inhibition. AID 868. S. cerevisiae dse1pr::URA3 reporter, 5-FOA growth OD615, 2 d; analog-sensitive cbk1-as2 kinase mutant strain. inhibition, % at 50 µM. 190,000 compounds, 1.8% hits;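 active = inhibition above a set limit, 3 SD over mean compound inhibition, cut at about 8.4% in these data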;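 note: 0% = DMSO-only wells with no growth and 100% = 10 µM 1-NA-PP1 full growth; inhibition rescues growth on 5-FOA so higher OD means more RAM inhibition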
S1P3 antagonist: blocks the human S1P3 receptor | AID 485 | CHO S1P3 NFAT-BLA reporter, FRET fluorescence, antagonist mode | Q99500 | inhibition, % at 4.98 µM | 170,000 compounds, 0.27% hits;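 active = inhibition above the plate cutoff, the mean inhibition of test wells on that plate plus 3 SD, cut at about 28% in these data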;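 note: cells challenged with S1P at its EC80 of 0.8 µM; blue over green emission ratio from cleaved BLA substrate after 4 h stimulation; 0% = S1P-stimulated wells and 100% = unstimulated DMSO-only wells; some compounds past the cut are filed as inactive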
Target sequence (Q99500 whole entry, looked up): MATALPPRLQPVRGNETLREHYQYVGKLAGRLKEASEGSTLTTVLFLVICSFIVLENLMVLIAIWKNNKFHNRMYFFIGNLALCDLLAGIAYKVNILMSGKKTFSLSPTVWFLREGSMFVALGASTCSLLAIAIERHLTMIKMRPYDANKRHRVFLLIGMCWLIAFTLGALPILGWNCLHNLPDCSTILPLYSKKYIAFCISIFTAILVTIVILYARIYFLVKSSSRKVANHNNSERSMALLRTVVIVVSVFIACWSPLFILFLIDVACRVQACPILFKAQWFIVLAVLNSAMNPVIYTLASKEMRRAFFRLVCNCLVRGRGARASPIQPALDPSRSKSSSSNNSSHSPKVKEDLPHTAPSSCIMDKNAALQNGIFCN
Starred values were filed as active, the others as inactive; x = no result given.

SMILES	TLR4-MyD88 BLA	STAT1 inh	PPARg SRC1 recr	PPARg SRC-3 ag	STAT3 blocker	ROMK primary	TR-FRET SRC-2 ct	STAT3 activator	PPARg SRC-2 ag	RAM network inh	S1P3 antagonist
COc1ccc(CC(=O)c2ccc(OC)c(OC)c2C)cc1OC	1	6	-6	1	17	x	1685	88	-5	1.3	5
CCCCOc1ccc(C(O)(CC)CCN2CCOCC2)cc1 (stereo not drawn)	-6	7	5	-3	6	-0.36	1543	97	14	0.4	x
CC(C)(C)c1nnc2sc(SC/C(O)=C(\C#N)c3nc4ccccc4[nH]3)nn2c1=O	-2	0	2	14	0	x	1583	105	5	3.7	-10
c1ccc(CNc2ncnc3c2oc2ccccc23)nc1	-12	-35	-2	-3	-4	x	1657	108	4	0.8	x
CNC(=S)N/N=C/c1ccc(OCC(=O)Nc2c(C)cc(C)cc2C)c(OC)c1	0	0	15	11	-38	x	1518	126	1	3.9	7
O=C(c1cccs1)N(Cc1ccccn1)Cc1ccco1	-12	-9	-5	1	-4	x	1508	105	-4	2.8	-34
COC(=O)[C@H](C)[C@H]1C[C@]1(C)[C@H](NC(=O)OCc1ccccc1)c1ccccc1	-7	13	11	2	-3	-0.46	1646	100	10	8.3	-9
COc1cc(-c2noc(-c3cccc(Cl)c3)n2)cc(OC)c1OC	-11	-7	-1	7	11	x	1371	93	-13	1.6	-3
CCOC(=O)Cc1csc(NS(=O)(=O)c2ccc(SC)cc2)n1	2	-7	1	-1	0	0.36	1616	105	5	-1.6	2
C/C(CC(C)(C)c1ccccc1)=N\NS(=O)(=O)c1ccccc1	-1	-3	-3	0	-2	0.61	1614	104	-2	0.5	-7
N#C/C(C(=O)N1CCCC1)=C1/N=C(N)c2ccccc21	0	4	-1	2	2	-0.25	1647	97	8	3.1	5
Cc1ccc(NC(=S)NC2CC3CCCC(C2)N3Cc2cccs2)cc1 (stereo not drawn)	8	-1	9	-1	4	x	1511	100	2	0.1	x
O=C(CCn1cnnn1)Nc1ccccc1F	-1	-17	-4	1	11	1.9	1681	94	2	0.4	-18
COC(=O)c1ccc(CNC(=O)COC(=O)C2CCC(C(C)(C)C)CC2)cc1 (stereo not drawn)	-5	-7	-1	1	-8	0.14	1407	107	0	3.5	-7
CC(C)Cn1c(N)c(C(=O)COC(=O)c2ccccc2F)c(=O)n(C)c1=O	5	10	-2	-3	15	-0.44	1605	91	2	-0.1	7
Cc1ccc(S(=O)(=O)NCC2CCC(C(=O)O)CC2)cc1 (stereo not drawn)	3	-1	-8	-6	11	x	1580	94	4	0.3	x
Cc1ccc(C#CC[N+]2(CC#Cc3ccc(C)cc3)CCCCC2)cc1	19	21	-3	1	25	-5.1*	1496	81	1	0.5	-9
COc1ccc(C2OCC3(CO2)SC(=O)NC3=O)cc1OC (stereo not drawn)	7	0	6	-4	5	0.9	1563	101	3	0.6	-11
COc1ccc(N2CCN(S(=O)(=O)c3ccc(C(=O)NCc4ccco4)cc3)CC2)cc1	12	-3	9	7	5	x	1665	98	9	3.3	x
CCC(C)NC(=O)CN(c1ccc(OC)cc1)S(=O)(=O)c1ccc(NC(C)=O)cc1 (stereo not drawn)	11	5	8	0	8	x	1637	98	7	1.6	-65
CCc1nnc(NC(=O)c2cccc(OC)c2)s1	-5	-40	-2	3	18	0.1	1452	86	5	-0.5	x
Cn1c(CNC(=O)c2ccco2)nnc1SCC(=O)Nc1ccc(Br)cc1F	-5	3	4	1	7	-0.39	1720	95	7	2.2	-8
COc1cc2c(cc1OC)C(C(=O)NCc1ccco1)C1c3ccccc3CCN1C2=O (stereo not drawn)	3	-7	1	-6	-8	x	1517	108	3	-1.2	x
CC(=O)c1c(C(C)=O)c(C)n(Cc2ccccc2)c1C	-6	18	-2	8	14	x	1716	91	3	3.5	36
CCN(CC)CCCNS(=O)(=O)c1ccc(OC)cc1	-1	0	2	-2	6	x	1816	99	9	2.0	-35
Additional structures
SMILES	TLR4-MyD88 BLA	STAT1 inh	PPARg SRC1 recr	PPARg SRC-3 ag	STAT3 blocker	ROMK primary	TR-FRET SRC-2 ct	STAT3 activator	PPARg SRC-2 ag	RAM network inh	S1P3 antagonist
COc1cc(C2C(C#N)=C(N)Oc3cc(C)n(CCc4ccccc4)c(=O)c32)cc2c1OCO2 (stereo not drawn)	9	-3	6	1	4	-0.11	1660	102	14	2.0	x
CCCCSc1nnc(-c2ccc(NC(=O)CCc3ccccc3)cc2)n1C	5	0	4	3	19	-0.32	1457	87	-3	2.8	x
CNC(=S)N1N=C(c2ccccc2)CC1c1ccc(OC)c(OC)c1 (stereo not drawn)	-9	0	16	7	2	x	1694	97	15	0.6	-7
CCCCOP(=O)(c1ccc(N(C)C)cc1)C(O)c1ccncc1 (stereo not drawn)	-7	2	-1	-5	12	x	1467	97	0	0.5	-14
N#CC1=C(N)Oc2n[nH]c(-c3ccncc3)c2C1c1ccsc1 (stereo not drawn)	5	15	3	6	6	-0.17	1434	98	11	-0.4	17
Cc1cc(Nc2nc3ccccc3nc2Cl)n(-c2ccc([N+](=O)[O-])cc2)n1	4	22	1	-7	21	-0.042	1583	82	12	4.5	x
COc1ccc(CN2CCN(C(=O)CC(C)C)CC2)cc1OC	5	5	-6	-13	14	x	1315	96	1	-0.3	3
CCOC(=O)N1CCN(c2ncc(C(F)(F)F)cc2Cl)CC1	-1	0	1	8	28	-0.3	1545	79	9	-0.4	18
O=c1c(Cl)c(N/N=C/c2ccc(Br)cc2)cnn1-c1ccccc1	8	-11	10	-10	-55	1.2	1607	150*	-1	3.2	x
Cn1c(=O)n(C)c2cc(/C=C3/SC(=O)N(CC(=O)N4CCOCC4)C3=O)ccc21	-13	-1	2	1	0	-0.0054	1418	98	7	2.0	3
CN(C)CCNC(=O)c1cc(Sc2ccc(F)cc2)nc2ccccc12	-3	8	10	-2	8	0.099	1858	96	-2	1.8	-16
C=CCSc1nnc(NC(=O)c2ccc(Cl)nc2)s1	7	-22	-2	-7	19	-0.057	1316	88	-3	3.9	x
CC(=O)NC1(C(F)(F)F)C(=O)N(Cc2ccccc2)C2=C1C(=O)CC(C)(C)C2 (stereo not drawn)	0	10	6	5	7	x	1680	98	5	2.0	x
O=C(c1cc(=O)c2ccccc2o1)N1CCN(c2cccc(Cl)c2)CC1	1	-2	1	-1	9	1.1	1904	98	4	0.8	-1
CCCCCN1C(=O)Cn2c(nc3ccccc3c2=O)C1C (stereo not drawn)	-4	0	-2	0	7	0.55	1480	102	-6	0.4	-4
CCc1n[n+](CC(=O)c2ccccc2)c(N)s1	6	59*	1	-4	65*	-0.12	1491	51	-3	1.2	6
CC(C)Cc1nc2sc3c(=O)[nH]cnc3c2c2c1CCCC2	-19	-4	-6	4	14	-0.11	1527	95	2	5.1	-1
Cc1ccc(NC2=NCCCCC2)cc1	24	1	2	-1	-6	0.12	1355	103	-2	0.1	x
Cc1cc(/C=C(\C#N)c2nc3ccccc3[nH]2)c(C)n1C	-17	-47	6	3	5	0.49	1704	94	4	1.6	8
CC1(C)CC(=O)C2=C(C1)N(Cc1ccco1)C(=O)C2(NC(=O)c1ccc(Cl)cc1Cl)C(F)(F)F (stereo not drawn)	2	1	7	4	5	x	1465	99	-6	0.8	x
Cc1ccc(CNC(=O)C2CC(c3cccc([N+](=O)[O-])c3)=NO2)cc1 (stereo not drawn)	-1	-2	-3	-11	-3	x	1580	107	4	5.4	x
COc1ccccc1C(=O)n1nc(-c2ccco2)nc1SC	-2	4	1	2	15	-0.65	1709	96	-2	-0.4	-10
COc1ccc(/C=N/NC(=O)OC(C)(C)C)cc1OC	-3	-9	2	2	-7	x	1506	112	-7	0.1	-4
CCOC(=O)CCNc1n[nH]c(=O)[nH]c1=O	10	-11	-9	4	0	0.93	1489	103	4	0.7	x
Cc1cc(C)nc(/N=c2/ssnc2Cl)c1	8	-7	9	28*	-7	-2.4	1451	109	-4	-0.3	-53
(list continues)
SMILES	TLR4-MyD88 BLA	STAT1 inh	PPARg SRC1 recr	PPARg SRC-3 ag	STAT3 blocker	ROMK primary	TR-FRET SRC-2 ct	STAT3 activator	PPARg SRC-2 ag	RAM network inh	S1P3 antagonist
C#CCOCCOCCOCCNc1nc(N2CCN(C(=O)Cn3cc(CCCCN)nn3)CC2)nc(N2CCN(C(=O)Cn3cc(CCCCN)nn3)CC2)n1	-2	5	3	1	-2	-0.068	1565	99	9	-0.4	-12
Cc1cc(NC(=O)c2noc3c2CCCC3)no1	-11	2	3	-4	18	x	1730	89	-3	-0.5	-22
COc1ccc(S(=O)(=O)N2CCN(C(=O)c3c(-c4ccccc4)noc3C)CC2)cc1	3	-1	-1	6	-1	x	1583	103	-5	0.5	x
CCS(=O)(=O)C(=C(Nc1ccc(OC)cc1)Nc1ccc(OC)cc1)S(=O)(=O)CC	-9	13	10	4	10	-0.49	1694	94	0	1.7	x
COc1ccc(CNC(=O)CS(=O)Cc2nc(-c3ccccc3C)oc2C)cc1 (stereo not drawn)	-3	-2	2	4	5	x	1513	103	-3	3.6	-18
COC(=O)c1cn(CCOc2ccccc2)c2ccccc12	6	-18	-2	9	-6	-2.3	1508	108	7	0.7	2
CCOC(=O)C1=C(O)/C(=C/c2cc(OC)c(OC)c(OC)c2)N=C1C	1	-13	-1	7	-2	x	1643	105	1	0.9	x
COc1ccc2cc(CCNC(=O)C3CCCC3)c(=O)[nH]c2c1	-12	-10	7	7	1	x	1528	98	8	1.4	0
O=C1CC2C(=O)NCCN2C(=NC(=O)c2ccc(Cl)cc2)N1 (stereo not drawn)	10	1	-6	0	4	1.9	1502	100	-8	2.8	-6
O=C(CCSCc1cccc(Cl)c1)NCCC1=CCCCC1	-9	-9	-5	0	1	x	1496	100	8	1.7	6
CCOC(=O)c1c(/N=C/C2=C(O)CC(C)(C)CC2=O)sc(C)c1C	0	11	-1	6	4	0.15	1382	99	3	5.6	-4
CN(C)c1ccc(NC(=O)CSc2nc3c(c(=O)[nH]2)CCCC3)cc1	7	-1	5	3	6	x	1517	101	10	-0.2	-45
Cc1nn(-c2ccccc2)c(Cl)c1C(=O)Nc1nnc(C2CCCC2)s1	-6	2	0	0	6	x	1418	100	1	7.0	7
COCc1c(C(=O)OCC(=O)c2c(N)n(CC(C)C)c(=O)n(C)c2=O)oc2ccccc12	0	7	0	-8	16	2.6	1543	88	-9	0.3	34
COc1ccc(NS(=O)(=O)c2ccc(N3CCOCC3)c(NC(=O)c3ccc(F)cc3)c2)cc1	1	-8	1	-1	-5	x	1520	104	-3	4.8	-9
Brc1ccccc1/C=N/Nc1ccc2ccccc2n1	-9	-64	4	1	-25	x	1484	128	6	-0.8	9

Entries above shown as hits in ROMK primary:
Compound	TLR4-MyD88 BLA	STAT1 inh	PPARg SRC1 recr	PPARg SRC-3 ag	ROMK primary	STAT3 activator	PPARg SRC-2 ag	RAM network inh	S1P3 antagonist
Cc1ccc(C#CC[N+]2(CC#Cc3ccc(C)cc3)CCCCC2)cc1	19	21	-3	1	-5.1*	81	1	0.5	-9
